Compound activity as filed in PubChem BioAssay.
PKA kinase inh – inhibitors of human PKA kinase activity, primary screen, biochemical, ATP-depletion luminescence, Kemptide substrate. inhibition, % at 6 µM. 65,000 tested, 0.1% active. cAMP-dependent protein kinase catalytic subunit alpha (Homo sapiens), P17612. AID 524, 2006. PKA Kemptide phosphorylation, Kinase-Glo ATP luminescence;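 active = inhibition above the screen-wide mean inhibition plus 3 SD, cut at about 21% in these data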; note: many of its hits are not listed in these tables
HER2 expr 66K – inhibitors of Her2 protein expression, primary screen, SKBR-3 cells, AlphaScreen, 66K library. Receptor tyrosine-protein kinase erbB-2 (Homo sapiens), P04626. SKBR-3 HER2 protein level, 18-24 h; active compounds read low. HER2 level % of control, % at 10 µM. 65,000 tested, 0.69% active;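 active = HER2 level under 5% of the carrier-only control; inconclusive = no clear call, values can overlap the other calls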;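 note: 100% = DMSO carrier and 0% = 500 nM PU-H71 HSP90 inhibitor; lower value means stronger loss of Her2 protein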
CatL block – inhibitors of human cathepsin L, biochemical; Procathepsin L (Homo sapiens), P07711; purified cathepsin L, fluorogenic substrate, fluorescence; inhibition, %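 (tested at 10 µM)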; 58,000 tested, 0.17% active; AID 460, 2006; in the data active = inhibition above about 45%;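 note: 0% = enzyme with no compound and 100% = no enzyme blank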
Target sequence (P07711 114-288 limits assumed): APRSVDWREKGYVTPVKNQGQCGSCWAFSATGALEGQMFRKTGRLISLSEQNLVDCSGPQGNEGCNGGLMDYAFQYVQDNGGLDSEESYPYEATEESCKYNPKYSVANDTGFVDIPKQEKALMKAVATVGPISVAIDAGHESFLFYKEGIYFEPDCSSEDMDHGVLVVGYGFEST
Target sequence (P07711 292-333 limits assumed): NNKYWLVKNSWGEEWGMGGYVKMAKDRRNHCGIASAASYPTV
CatB mixtures – cathepsin B inhibitors from pooled compounds, primary screen, biochemical, compound mixtures, AMC fluorescence | P07858 | Purified cathepsin B, AMC dipeptide fluorescence | inhibition, %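 (ten-compound pools at 5 µM per compound and 50 µM total)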 | 62,000 tested, 0.06% active; in the data active = inhibition above about 22%, passing the limit was not always enough; inconclusive = no clear call, values can overlap the other calls;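 note: 0% = enzyme without compound and 100% = no enzyme blank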
CatS inh – inhibitors of human cathepsin S, biochemical, compound mixtures. P25774. recombinant cathepsin S, AMC dipeptide fluorescence, pooled mixtures. inhibition, %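 (tested at 5 µM per compound within 10-compound mixtures)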. 62,000 tested, 0.06% active. AID 501, 2006; in the data active = inhibition above about 32%, passing the limit was not always enough; inconclusive = no clear call, values can overlap the other calls;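 note: 0% = enzyme without compound and 100% = blank without enzyme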
Target sequence (P25774 115-331 limits assumed): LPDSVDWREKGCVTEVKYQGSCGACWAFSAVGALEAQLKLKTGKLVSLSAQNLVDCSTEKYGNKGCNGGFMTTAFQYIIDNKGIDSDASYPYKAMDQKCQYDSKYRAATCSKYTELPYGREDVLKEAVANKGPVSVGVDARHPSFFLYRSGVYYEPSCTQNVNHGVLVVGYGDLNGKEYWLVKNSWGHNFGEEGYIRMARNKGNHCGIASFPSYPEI
C1s inh – complement C1s protease inhibitors, primary screen, biochemical, 10-compound mixtures. Complement C1s subcomponent (Homo sapiens), P09871. purified C1s, fluorogenic AMC substrate, pooled mixtures. mean inhibition % of two 10-compound mixtures (active compounds read high), % at 5 µM (by protocol). 62,000 tested, 0.16% active. AID 538, 2006;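 active = inhibition above 20% in each of the two 10-compound mixture wells holding the compound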;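 note: 0% = enzyme wells lacking compound mixture and 100% = no-enzyme blank wells; some compounds called inactive have numbers as strong as hits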
ROCK2 blocker – inhibitors of human ROCK2 kinase, primary screen, biochemical, high-throughput, luminescence; purified ROCK2, Kinase-Glo ATP depletion luminescence; inhibition, % at 6 µM; 60,000 tested, 0.35% active;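 active = inhibition above the screen-wide mean inhibition plus 3 SD, cut at about 18% in these data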;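 note: plate controls were DMSO wells for no effect and Y-27632 control wells after no-enzyme background subtraction for full effect; many of its hits are not listed in these tables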
CatB block – human cathepsin B inhibitors, primary screen, biochemical, fluorogenic substrate; purified cathepsin B, fluorescence; AID 453, 2006; inhibition, %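 (tested at 10 µM)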; P07858; 63,000 tested, 0.1% active; in the data active = inhibition above about 21%;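 note: 0% = enzyme with no compound and 100% = no enzyme blank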
Cathepsin G inh – human cathepsin G inhibitors, primary screen, biochemical, pooled compound mixtures, AMC fluorescence. AID 581, 2007. inhibition, % at 5 µM (by protocol). purified enzyme, AMC-tetrapeptide fluorescence. P08311. 62,000 tested, 0.2% active;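 active = inhibition above 20% in each of the two mixture wells holding the compound; inactive = inhibition of 20% or less in either well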;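 note: 0% = enzyme control without mixture and 100% = blank lacking enzyme; strong numbers were not always called active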
Target sequence (P08311 21-244 limits assumed): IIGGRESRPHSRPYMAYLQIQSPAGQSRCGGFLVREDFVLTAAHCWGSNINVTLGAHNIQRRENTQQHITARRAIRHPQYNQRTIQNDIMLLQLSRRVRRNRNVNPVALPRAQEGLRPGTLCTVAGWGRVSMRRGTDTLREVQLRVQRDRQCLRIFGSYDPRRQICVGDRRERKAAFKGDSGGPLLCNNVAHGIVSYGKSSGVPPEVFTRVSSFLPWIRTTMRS
Starred values were filed as active, the others as inactive; u = inconclusive; x = not tested or not shown. This is a subset, so the mix of outcomes need not match the whole.

HER2 expr 66K,CatL block,CatS inh,Cathepsin G inh,PKA kinase inh,CatB mixtures,C1s inh,CatB block,ROCK2 blocker,canonical_smiles
56,11,15,-1,0,0,-33,3,x,O=C(CCNS(=O)(=O)c1cccc2nsnc12)N1CCN(c2ccccn2)CC1
101,x,-3,5,-3,0,5,5,x,CCOc1ccccc1NC(=O)c1cc(S(=O)(=O)N2CCC3(CC2)OCCO3)ccc1F
93,8,7,8,9,2,8,6,x,CCCCCOC(=O)c1[nH]c2c(c1C)C(=O)C(C(=O)OC)C(C)C2 (stereo not given)
96,6,3,10,3,0,0,5,2,Cc1cc(C(=O)CSc2nnc(-c3ccc(OC(F)F)cc3)o2)c(C)n1Cc1cccs1
83,x,2,8,5,4,4,1,5,COc1ccc(NC(=O)C2CCCN2S(=O)(=O)c2ccc(F)cc2)cc1 (stereo not given)
92,x,12,-7,8,3,-24,1,5,CN(CCc1ccccn1)Cc1ccc(Cl)cc1
135,-2,x,x,6,x,x,8,14,CCCC1C(c2ccc(OC)cc2)C(C#N)(C#N)C2(C#N)CC1(N)NC2=O (stereo not given)
118,7,-6,6,11,0,-9,2,5,CC(C)CN(C#N)c1nc(N2CCOCC2)nc(N2CCOCC2)n1
64,16,-2,-10,5,0,-5,-1,-3,O=C(Cn1nnc2c(cnn2-c2ccccc2)c1=O)N1CCN(c2ccccc2F)CC1
69,6,-1,-1,9,0,-3,-3,x,CCn1cc(C(=O)NCc2cccnc2)c2cc(OC)c(OC)cc2c1=O
90,23,8,0,-4,6,-10,0,-2,CC(C)OC(=O)CSc1nnc(CNc2nc(-c3ccccc3)cs2)n1C
109,1,1,12,4,6,29,-3,5,CCc1nnc(NC=C2C(=O)OC(C)(C)OC2=O)s1
91,1,u,-14,6,6,-14,5,3,COCCNC(=O)C(C)OC(=O)c1nsc(Cl)c1Cl (stereo not given)
104,16,-7,-1,-5,5,2,1,-8,CC(=O)Oc1cc(C(C)C)c(OCCN(C)C)cc1C
161,10,10,-1,10,-1,-2,6,2,CCC(=O)Nc1cc(-c2nn(C)c(=O)c3ccccc23)ccc1OC
108,3,11,9,9,2,10,6,6,Cc1ccc(N2C(=O)c3ccc(N)cc3C2=O)cc1C
107,-8,-7,-10,14,-3,-39,1,3,CCS(=O)(=O)N1CCC(C(=O)NCCC2=CCCCC2)CC1
78,5,2,-12,8,-2,-13,-3,x,COc1cccc(-c2cc(C(=O)N3C(C)CCCC3C)no2)c1 (stereo not given)
177,-1,-3,10,12,-2,14,2,4,O=C1CCC(=O)N1OCCOc1ccc2c(c1)CCC2
103,-2,-8,9,1,7,14,4,1,C=CCSc1nc2ccccc2[nH]1
66,9,-2,8,-4,4,11,0,-5,CCOC(=O)c1c(C)n(C)c2c(C)cc(O)c(OC(C)=O)c12
77,26,3,16,-6,3,16,4,0,CCOC(=O)N1CCC(NC(=O)CS(=O)(=O)Cc2nc(-c3ccccc3C)oc2C)CC1
23,-1,12,-24,6,3,-48,9,6,Cc1cc(C)n(-c2nc3ccccc3nc2Nc2ccc3[nH]c(=O)[nH]c3c2)n1
120,8,6,12,10,-4,16,5,7,O=C(c1cccs1)N1CCN(C(=O)c2ccco2)c2ccccc2C1
98,-1,-3,3,-3,-1,7,1,x,Cn1ccnc1C(O)c1ccco1 (stereo not given)
70,-7,8,-2,4,21,-3,1,0,Cn1c(SCc2ccccn2)nnc1-c1ccncc1
83,6,2,1,12,1,0,5,8,Cc1ccc(C)c(N(C(=O)Cn2nnc(-c3cccs3)n2)C(C(=O)NC2CC2)c2ccc(C)o2)c1 (stereo not given)
121,1,6,0,1,6,2,-1,4,COc1ccc(N2CC(C(=O)Nc3ncccc3C)CC2=O)cc1 (stereo not given)
88,3,-4,11,6,4,17,3,7,CCN(CC(=O)N1CCOCC1)S(=O)(=O)c1ccc(C)cc1
72,-2,-8,11,1,-4,-48,5,0,CC1=C(c2ccc(Cl)cc2)[N+](=O)C(C)(C)N1[O-]
78,-2,-5,-6,10,2,-4,-3,2,Cc1cc2c(ccc3c2no[n+]3[O-])nn1
100,2,-4,13,-2,6,16,6,3,COc1cc(OC)c2c(c1)OC(c1ccc(OC)c(OC)c1)C(O)C2=O (stereo not given)
87,11,x,x,3,x,x,2,1,CC(=O)Nc1cnc2ccccc2n1
88,-4,-4,0,11,8,-1,0,8,O=C(NC1CCCC1)c1ccc2nc[nH]c2c1
104,-3,3,10,2,4,8,0,7,O=C(NCc1ccccc1)NC(=O)c1ccccc1
83,-1,-4,1,4,7,7,0,0,COc1ccccc1NC(=O)CSc1nnnn1-c1ccc2c(c1)OCO2
42,-6,-2,-1,5,4,3,-4,5,CCOC(=O)c1cnn(-c2nc(C)nc3sc4c(c23)CCC4)c1N
104,19,8,14,7,0,6,8,2,CCc1ccc(-c2ccc(C(=O)O)cc2)nc1
75,x,12,10,-4,4,8,0,-1,CCOc1ccc(-n2nnc3c(=O)n(CC(=O)c4ccccc4)cnc32)cc1
116,16,3,-1,8,2,8,x,7,O=C1C(Cl)=C(N2CCOCC2)C(=O)N1c1ccccc1Cl
80,2,3,-1,2,4,-1,0,-2,N#CCCCN1C(=O)C(O)(CC(=O)c2ccc3c(c2)OCCO3)c2ccccc21 (stereo not given)
69,-4,-2,-2,9,2,-11,-3,5,CC(C)c1ccc(O)c(NC(=O)c2ncn[nH]2)c1
98,3,19,-4,11,5,-7,6,3,Cc1cc(C)nc(Nc2ccc(N3CCOCC3)cc2)n1
80,-5,2,19,0,18,6,-1,2,COc1ccccc1CN(C(=O)c1ccco1)C(C(=O)NC1CCCC1)c1ccncc1 (stereo not given)
93,-53,-13,-9,6,1,-51,-5,3,CNc1oc(-c2cccc3ccccc23)nc1C#N
110,0,17,-10,9,7,-8,11,1,O=S(=O)(c1ccc(S(=O)(=O)n2cnc3ccccc32)cc1)N1CCCCCC1
84,-10,3,8,10,3,15,0,5,COc1ccc(CC(NC(C)=O)C(=O)NC2CCN(c3nnnn3-c3ccccc3)CC2)cc1 (stereo not given)
86,27,x,x,2,x,x,-1,-1,COc1ccc2[nH]c(C)c(C(=O)CN3CCN(C(=O)c4ccco4)CC3)c2c1

Nothing new here: an excerpt of the list.
HER2 expr 66K,CatL block,CatS inh,Cathepsin G inh,PKA kinase inh,CatB mixtures,C1s inh,CatB block,ROCK2 blocker,canonical_smiles
110,0,17,-10,9,7,-8,11,1,O=S(=O)(c1ccc(S(=O)(=O)n2cnc3ccccc32)cc1)N1CCCCCC1
84,-10,3,8,10,3,15,0,5,COc1ccc(CC(NC(C)=O)C(=O)NC2CCN(c3nnnn3-c3ccccc3)CC2)cc1 (stereo not given)
86,27,x,x,2,x,x,-1,-1,COc1ccc2[nH]c(C)c(C(=O)CN3CCN(C(=O)c4ccco4)CC3)c2c1

Going on with the list:
HER2 expr 66K,CatL block,CatS inh,Cathepsin G inh,PKA kinase inh,CatB mixtures,C1s inh,CatB block,ROCK2 blocker,canonical_smiles
85,0,18,5,11,4,6,6,8,CN(C)c1ccc(CNC2CC(C)(C)NC(C)(C)C2)cc1
59,5,6,6,4,2,-6,0,x,CCOC(=O)COC(=O)c1ccc(O)cc1
101,4,-26,11,-6,6,14,7,3,O=C1OC(c2ccc(O)cc2)(c2ccc(O)cc2)c2ccccc21
43,8,13,-5,7,5,-10,7,-2,CCCn1c(SCC(=O)Nc2ccccc2N2CCCCC2)nc2c1c(=O)n(C)c(=O)n2C
86,-3,-5,11,7,7,6,2,-1,O=C(COC(=O)c1ccccn1)Nc1c(Cl)cccc1Cl
122,1,2,-1,6,8,-16,-2,2,O=S(=O)(NCc1ccccc1Br)c1cccs1
85,16,24,-13,12,0,11,5,1,Cc1ccc(S(=O)(=O)N2CCC(C(=O)OCC(=O)N3CCc4ccccc43)CC2)cc1
79,-10,-6,46,-3,3,29,-1,x,CCOc1cc(C2C(C(=O)c3ccc(C)cc3)=C(C(=O)OC)Nc3nnnn32)ccc1O (stereo not given)
108,15,12,-9,9,2,-10,14,6,O=C(Nc1ccc(Cl)c(Cl)c1)N1CCSC1c1ccco1 (stereo not given)
95,7,20,-1,-7,1,0,5,-5,O=C(NCC1CCCO1)C1CCC(=O)N1Cc1ccccc1Cl (stereo not given)
91,2,11,-7,7,2,8,5,1,Cc1cccc(OCCCC(=O)O)c1
89,-17,-10,-2,0,-3,-18,-1,-1,O=C(NCc1ccco1)c1cccs1
85,15,-1,4,13,-1,-31,7,5,c1ccc2[nH]c(NCCN3CCOCC3)nc2c1
129,18,9,8,4,1,10,1,2,Cc1ccc(C(=O)Nc2ccccc2N2CCN(C(=O)C(C)C)CC2)cc1
103,-4,-3,10,x,3,5,9,x,CCOC(=O)C1C2C=CC3(CN(c4cccc(Cl)c4)C(=O)C13)O2 (stereo not given)
89,0,-5,9,1,6,10,2,-2,Cc1[nH]nc2c1C(c1ccccn1)N(c1ccc(Br)cc1)C2=O (stereo not given)
75,x,-4,9,8,0,14,1,5,Cc1noc(C)c1COC(=O)Cn1c(C)nc2ccccc21
62,-5,1,12,-7,5,15,1,34*,CCN1C(=O)N(CC)C(O)(c2ccccc2)C1(O)c1ccccc1 (stereo not given)
83,-9,x,x,1,x,x,5,3,CC(C)NC(=O)N1CCOCCOCCN(C(=O)NC(C)C)CCOCCOCC1
88,-7,-34,3,9,-2,-2,-1,4,Cc1ccc2nc(C3CCN(CC(=O)Nc4ccc5c(c4)OCCO5)CC3)[nH]c2c1
78,11,-4,6,12,2,7,3,4,CSc1ccc(Cl)c(C(=O)OCC(=O)NCc2ccco2)c1
132,2,-5,7,10,1,12,4,5,CCCc1ncc(C(=O)c2ccc(OC)cc2)n1C
72,5,1,-8,-4,0,-30,7,-6,O=C(CCN1C(=O)c2ccccc2C1=O)N1CCCCCC1
97,12,-2,11,-5,4,16,0,-1,CC(=O)O[C@]1(C(C)=O)CC[C@H]2[C@@H]3C=C(C)C4=CC(=O)CC[C@]4(C)[C@H]3CC[C@@]21C
101,5,x,x,3,x,x,3,7,Cc1cc2c(C)nc(Cc3ccccc3)nc2o1
100,-8,-8,0,4,0,-10,1,5,Cc1ccc(Cn2c3ccccc3c3cn[nH]c(=O)c32)cc1
110,26,-2,-1,8,-7,-72,-1,3,CCOC(=O)N1CC=C2C(C#N)=C(N)C(C#N)(C#N)[C@H](c3ccsc3)[C@H]2C1
85,-29,-5,4,0,-3,-10,-2,1,COCCN(CCOC)c1cc(C)c(C#N)c2nc3ccccc3n12
99,-2,-4,1,1,-6,-1,-1,10,CCC(=O)c1ccc(O)cc1
69,3,-4,2,8,2,2,-1,6,COc1cc(C(=O)NCC(c2cccnc2)N2CCN(c3ccccc3)CC2)cc(OC)c1OC (stereo not given)
105,-12,1,-2,10,26,-4,5,5,CCOc1ccc2[nH]c(=O)c(CN(Cc3nnnn3CCc3ccccc3)CC3CCCO3)cc2c1 (stereo not given)
92,43,-3,-3,4,6,4,-3,-1,CCN1CCN(C(c2cccs2)C(C)NC(=O)c2ccccc2)CC1 (stereo not given)
92,3,6,6,12,-8,2,-1,5,c1ccc2c(c1)CC(N1CCCCC1)c1ccccc1N2 (stereo not given)
70,-12,6,0,4,1,2,-2,4,Cc1nc(N2CCOCC2)c2cc(-c3ccccc3)sc2n1
